# High-throughput results (PubChem)
# M1 antag: human CHRM1 antagonism; P11229; AID 588852; CHO-K1 hM1, Fluo-8 calcium fluorescence, ACh EC80 antagonist; 360,000 compounds, 1.3% hits; inhibition, % at 3 µM;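 active = percent inhibition above its own plate's cutoff, namely the mean of that plate's compound wells plus 3 SD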;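 also: peak over basal fluorescence ratio during 140 s after agonist addition; 0% = ACh EC80 plus DMSO and 100% = DMSO alone without agonist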
# Target sequence (P11229 whole entry, looked up): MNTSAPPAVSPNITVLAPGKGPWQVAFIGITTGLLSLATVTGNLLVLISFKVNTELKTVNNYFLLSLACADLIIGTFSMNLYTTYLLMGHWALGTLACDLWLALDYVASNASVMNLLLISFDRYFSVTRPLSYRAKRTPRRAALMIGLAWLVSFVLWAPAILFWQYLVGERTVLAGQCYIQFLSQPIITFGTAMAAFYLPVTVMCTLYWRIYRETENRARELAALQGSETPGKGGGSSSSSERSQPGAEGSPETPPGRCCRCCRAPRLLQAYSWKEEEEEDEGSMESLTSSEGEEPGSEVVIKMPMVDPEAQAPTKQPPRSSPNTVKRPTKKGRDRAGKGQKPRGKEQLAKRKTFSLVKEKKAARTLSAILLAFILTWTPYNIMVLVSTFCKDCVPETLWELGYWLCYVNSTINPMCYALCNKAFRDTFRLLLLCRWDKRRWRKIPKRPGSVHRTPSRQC
# CHRM1 agonist: human M1 muscarinic receptor agonism; CHO-K1 hM1, Fluo-8 calcium fluorescence, agonist mode; 0% DMSO, 100% acetylcholine EC100; 360,000 compounds, 0.33% hits; AID 588814; activation, % at 3 µM;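 active = activation above the run's mean compound activation plus 3 SD, cut at about 16% in these data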;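 also: peak over basal fluorescence ratio within a 140 s kinetic read after compound addition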
# CHRM1 PAM: positive allosteric modulators of human M1 muscarinic receptor. P11229. CHO-K1 hM1, Fluo-8 calcium fluorescence, ACh EC20; 0% = ACh EC20, 100% = maximal ACh. activation, % at 3 µM. 360,000 compounds, 0.088% hits; in the data active = activation above about 19%, passing the limit was not always enough
# OXTR agonist: activates the human oxytocin receptor | CHO-OTR cells, Fluo-8 calcium fluorescence; normalized: DMSO 0%, oxytocin 100% | 320,000 compounds, 0.32% hits | AID 2435 | activation, % at 3 µM;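 active = activation above the mean of all tested compounds plus 3 SD, cutoff set per screening run, cut at about 20% in these data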;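 also: peak over basal fluorescence ratio from a 100 s FLIPR kinetic read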
# CHO parental Ca: counter-screen: ATP calcium response change in parental CHO cells; parental CHO-K1, ATP-induced calcium, Fluo-8 fluorescence; inhibition, % at 5.6 µM; 330,000 compounds, 0.63% hits; AID 463079;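 active = inhibition above that plate's mean sample inhibition plus 3 SD, cut at about 26% in these data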;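 also: 0% = ATP-challenged DMSO wells and 100% = DMSO wells without ATP; some compounds past the cut are filed as inactive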
#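 Measured by: calcium-sensitive Fluo-8 fluorescence / Test system: CHO parental line / Controls: ATP-challenged DMSO wells low, unchallenged DMSO wells high / Measure: % inhibition / Compound: single nominal dose of 5.6 µM per compound / Replicates: single well per compound, no replicates / Reagent: ATP as calcium-mobilizing challenge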
# OXTR potentiator: human OXTR potentiation; P30559; CHO-OTR cells, Fluo-8 calcium fluorescence, potentiator mode; 0% = oxytocin EC15, 100% = EC100; activation, % at 3 µM; 320,000 compounds, 0.061% hits; AID 2445;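 active = activation above that plate's cutoff, the mean activation of tested compounds plus 3 SD, cut at about 6.6% in these data, passing the limit was not always enough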;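 also: 100% uses oxytocin at 75 nM as the full agonist control; some results filed as inactive read as strong as hits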
#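 Material: human OTR in CHO cells. Compound: 3.0 µM, one dose. Timing: compound 6 min at room temperature before oxytocin, 100 s read. Evaluation: % activation of max/min ratio relative to oxytocin controls. Replication: single well per compound, singlicate. Signal: Fluo-8 calcium dye fluorescence.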
# TAAR1 agonist: agonists of human TAAR1; CHO RD-HGA16 TAAR1, Fluo-8 calcium fluorescence; vehicle wells 0%, saturating PEA agonist 100%; AID 624467; activation, % at 3 µM; Q96RJ0; 360,000 compounds, 0.99% hits;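 active = activation above the mean activation of all test compounds in the run plus 3 SD, cut at about 38% in these data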
# Target sequence (Q96RJ0 whole entry, looked up): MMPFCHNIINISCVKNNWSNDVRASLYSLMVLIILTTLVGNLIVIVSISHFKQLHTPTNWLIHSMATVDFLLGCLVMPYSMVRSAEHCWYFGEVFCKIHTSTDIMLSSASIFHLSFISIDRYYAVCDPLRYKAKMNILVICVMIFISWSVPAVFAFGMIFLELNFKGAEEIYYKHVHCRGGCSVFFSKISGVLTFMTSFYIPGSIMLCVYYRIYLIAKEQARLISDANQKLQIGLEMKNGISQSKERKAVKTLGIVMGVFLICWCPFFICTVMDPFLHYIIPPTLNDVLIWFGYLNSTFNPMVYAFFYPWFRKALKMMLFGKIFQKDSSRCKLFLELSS
#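 test system = CHO RD-HGA16 cells carrying human TAAR1 plus Gα16 | schedule = 17-24 h seeding, 75 min 37 °C dye, 30 min RT | compound dosing = 3 µM single concentration | control set = DMSO and PEA EC100 | replicates = n 1 | signal = Fluo-8 fluorescence, 5 s baseline then 140 s kinetic read | measure = percent activation vs PEA EC100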
# TAAR1 antagonist: antagonists of human TAAR1; Q96RJ0; CHO RD-HGA16 TAAR1, Fluo-8 calcium fluorescence, antagonist; inhibition, % at 3 µM; 360,000 compounds, 1.5% hits;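 active = inhibition above a per-plate cutoff, the mean inhibition of test compounds on that plate plus 3 SD, cut at about 49% in these data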;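 also: 0% = DMSO plus EC80 beta-PEA response and 100% = DMSO alone without agonist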
#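 Test system – hTAAR1-expressing CHO RD-HGA16 cells, Gα16-coupled · Reagent – β-PEA at EC80 concentration, post-compound challenge · Compound dosing – 3 µM, single point · Timing – 140 s kinetic read after compound, 140 s after agonist · Detection – Fluo-8 intracellular calcium dye fluorescence, real-time kinetic reads · Control set – DMSO and EC80 PEA controls · Repeats – n of 1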
# V1aR counter: activates human V1a receptor in oxytocin agonist counter-screen; P37288; CHO-V1R cells, Fluo-8 calcium fluorescence, agonist mode; 0% DMSO, 100% 3 nM vasopressin; activation, % at 3 µM; 320,000 compounds, 0.25% hits;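 active = activation above the mean activation of all tested compounds plus 3 SD, per screening run, cut at about 20% in these data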;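 also: signal is peak over basal fluorescence ratio across a 100 second FLIPR read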
# * = called active by the depositor; . = not tested or not shown. No enrichment for hits. About 3.7% of those tested had a hit in this group.
SMILES	M1 antag	CHRM1 agonist	CHRM1 PAM	OXTR agonist	CHO parental Ca	OXTR potentiator	TAAR1 agonist	TAAR1 antagonist	V1aR counter
Cc1ccc(C)c(NC(=O)C2CCCN2C(=O)OC(C)(C)C)c1 (stereo not given)	-24.8	-1.1	9.7	-1.0	-13.0	0.7	4.8	-5.8	0.2
COc1cccc(C(=O)NNC(=O)c2ccc3ccccc3c2O)c1	0.5	-2.9	0.3	-0.1	-7.7	-12.5	2.4	-12.9	0.9
O=C(CNc1ccccc1F)Nc1cc(S(=O)(=O)N2CCCCC2)ccc1Cl	12.6	-2.4	-3.5	2.1	-8.8	-10.4	10.9	12.5	3.4
Clc1ccc(OCCCCN2CCc3ccccc3C2)cc1	24.1	-11.5	-30.2	-0.6	-4.1	-7.9	5.4	-1.6	0.9
CC1(C)CC(=O)c2c(Cc3ccccc3)noc2C1	-2.9	-4.3	3.0	-2.8	-0.1	-20.1	0.2	-35.8	-0.6
FC(F)(F)c1ccc(/C=N/NC(=S)NC2CCCCC2)cc1	-5.0	-1.2	0.2	-1.0	-0.2	-4.6	-1.2	0.7	-0.2
CCOc1ccccc1NC(=O)COC(=O)CC(C)(C)CC1=NS(=O)(=O)c2ccccc2N1	4.1	1.2	-7.9	6.8	-10.2	-14.4	9.1	16.5	7.7
CC(C)=NOc1nc(N(C)C)nc(N(C)C)n1	-16.2	-3.8	10.1	4.5	-2.2	0.9	0.7	-9.9	0.7
COCCNC(=S)N1CCN(S(=O)(=O)c2ccc(Cl)s2)CC1	-2.7	-0.2	2.7	1.1	8.5	-5.6	4.1	-14.3	0.2
c1ccc(-c2cc(N3CCCCCC3)n[nH]2)cc1	12.4	-13.2	-10.0	-1.1	-8.5	-3.1	4.5	-1.3	-0.6
CCC(CC)C(=O)N(C)c1c(C)nc2c(OCC3CCCCC3)cccn12	-10.3	-8.2	-0.7	.	.	.	3.7	-9.4	.
Cc1ccc(-n2nc3c(Cl)nnc(C)c3c2C)cc1	-6.3	1.8	4.2	-3.1	-13.0	-1.6	-2.8	-8.1	-0.1

# The final two entries of the section before come first, to join the parts:
SMILES	M1 antag	CHRM1 agonist	CHRM1 PAM	OXTR agonist	CHO parental Ca	OXTR potentiator	TAAR1 agonist	TAAR1 antagonist	V1aR counter
CCC(CC)C(=O)N(C)c1c(C)nc2c(OCC3CCCCC3)cccn12	-10.3	-8.2	-0.7	.	.	.	3.7	-9.4	.
Cc1ccc(-n2nc3c(Cl)nnc(C)c3c2C)cc1	-6.3	1.8	4.2	-3.1	-13.0	-1.6	-2.8	-8.1	-0.1
CC(C)(C)C1CCc2onc(C(=O)NC3CCCC3)c2C1 (stereo not given)	-11.2	5.5	5.6	1.5	-22.8	2.9	45.1*	-24.4	-2.1
O=C(Nc1ccccn1)Nc1cccs1	-18.3	-0.7	8.1	-0.7	-4.5	-10.0	23.3	3.9	-0.9
CCOc1ccc(OCC)c(NC(=O)Nc2ccc3c(c2)N(C)C(=O)CS3)c1	1.9	-5.5	-6.4	-2.1	-17.0	0.2	3.8	56.1*	1.8
O=C([C@@H]1Cc2ccccc2CN1)N1CCN(Cc2ccccc2)CC1	24.8	-6.8	-16.9	.	.	.	6.3	-5.4	.
CC(C)(C)N1NC(=O)Nc2ccccc2C1=O	-2.5	-3.6	1.5	2.6	2.4	-2.5	7.2	0.9	1.0
CCC(=O)NC(c1cccs1)c1cc(Cl)c2cccnc2c1O (stereo not given)	0.8	-3.8	6.0	-0.4	-23.7	3.4	16.1	11.6	1.5
COc1ccccc1/C=C1\SC(=S)N(CC(=O)Nc2nnc(C)s2)C1=O	.	.	.	0.3	-9.3	-20.1	-1.1	-6.7	1.5
CCOc1ccc(C(=O)NCc2ccc3c(c2)OCO3)cc1	-6.5	-2.5	6.0	-1.8	3.0	-9.4	-0.6	-5.2	0.2
Cc1ccc(OCC(=O)Nc2cc(C(C)(C)C)on2)cc1C	-16.7	-2.3	11.4	-0.4	-12.2	-7.0	5.0	5.2	2.1
c1ccc(-c2csc3nnc(SCc4ccc5c(c4)OCO5)n23)cc1	-17.1	-9.3	9.3	-2.1	-16.1	4.6	0.4	-44.4	-1.4
COc1cc(C=c2c3ccccc3n3c2cc(-c2ccccc2)[n+]3C)cc(OC)c1OC	28.4	-7.0	-22.1	.	.	.	6.2	3.1	.
C/C(=N/NC(=O)c1ccc(C(C)(C)C)cc1)c1cccnc1	-16.8	-2.2	9.6	-1.2	-0.5	-2.5	-0.3	-1.0	1.2
CC(=O)Nc1ccc(SC[C@H](C)CN2CC[C@H](O)CCC2=O)cc1	20.1	-2.3	-10.7	1.9	-2.9	-0.7	13.7	3.6	0.2
COc1ccc(N(C(=O)c2ccco2)C(C(=O)NC2CCCC2)c2cc(OC)c(OC)c(OC)c2)cc1 (stereo not given)	-9.5	-1.8	7.0	-1.1	-7.2	-8.8	-2.9	-1.2	-0.6
CC(C)NC(=O)C1(C)CCN1Cc1cccc(C#N)c1 (stereo not given)	-10.7	-2.5	10.5	.	.	.	-0.1	8.4	.
O=C(c1ccc(S(=O)(=O)N2CCCCCC2)cc1)N1CCN(c2ccccc2)CC1	-5.0	-11.9	-1.0	-1.4	-3.8	-8.0	-0.1	0.6	-1.1
CC1C(=O)N2CCCc3cc(S(=O)(=O)Nc4ccccc4F)cc1c32 (stereo not given)	2.7	-2.2	1.4	-1.4	-5.3	-5.2	2.2	-4.8	-1.8
CCOc1ccc(OCC)c(NC(=O)CCn2c(=O)oc3ccccc32)c1	-16.1	-5.0	8.6	-1.1	-15.1	-2.6	1.1	11.7	-1.4
CCc1c(C)nc(SC(C(=O)O)c2ccccc2)c(C#N)c1C (stereo not given)	-5.0	-4.8	5.2	-2.0	-0.7	-4.2	-0.6	4.8	1.2
Cc1cccc([C@@H]2[C@@H]3C(=O)N(Cc4ccccc4)C(=O)[C@@H]3[C@]3(C)C(=O)N(c4cccc(Cl)c4)C(=O)N23)c1	0.7	-1.2	1.9	2.1	-23.1	-1.5	12.8	13.9	1.0
CCOc1ccc(CCNC(=O)c2cc(C)nc3ccccc23)cc1OCC	0.6	-1.1	1.4	-0.8	-14.5	2.3	1.7	-11.1	0.5
COc1ccc(C(=O)NCCN2CCCC2)cc1[N+](=O)[O-]	-7.6	-9.3	1.7	-0.3	-18.5	-11.5	1.8	-2.7	-0.8
Cc1ccc(CSCCNC(=O)c2cccc([N+](=O)[O-])c2)cc1	4.1	-4.4	-2.6	0.3	-19.4	-9.4	8.9	2.0	4.1
COc1cccc(NC2=CC(=O)CC(C)(C)C2)c1	-6.7	-1.7	6.2	-1.5	-21.9	1.9	10.1	-17.9	0.3
CNC(=S)NNC(=O)Cc1ccc(OC)c(OC)c1	-9.2	-0.9	7.7	0.6	-35.0	-1.8	2.9	5.1	4.7
Cc1cc(-c2csc(N)n2)c(C)n1-c1ccc(Cl)c(Cl)c1	-10.0	-2.7	10.8	-1.3	5.8	-6.6	-0.4	0.8	-0.9
Cc1ccc2c(c1)N(Cc1cccc(C#N)c1)C=NS2(=O)=O	-10.2	-4.7	9.4	1.0	-4.8	-2.5	3.1	-9.6	1.4
Cc1nnc(SCC(=O)N/N=C/c2ccc(-c3ccc(C)c(Cl)c3)o2)s1	-3.0	-3.2	-0.9	-0.8	-30.4	-8.7	3.9	18.9	-0.1
COc1ccc(NC(=O)CSCC(=O)NCc2cccc(C(F)(F)F)c2)cc1	-13.0	-2.1	11.6	0.5	-24.6	2.5	3.3	-3.3	2.9
CC1(C)CC(=O)C(N=Nc2cc(Cl)c(Cl)c(Cl)c2)=C(O)C1	-12.7	-5.7	6.1	-2.1	-19.6	-9.4	19.5	2.4	-0.7
O=C(NCc1ccco1)/C(=C/c1ccc(Cl)cc1)NC(=O)c1ccco1	1.8	-3.6	0.6	1.1	-9.8	-4.1	3.8	-25.4	0.4
COc1ccc(CNC(=O)C2CCC(=O)N2C(C)C)c(OC)c1 (stereo not given)	-10.1	1.8	12.4	0.2	16.6	-5.7	-2.6	-5.2	1.1
NC(=O)Nc1cc(Cl)ccc1Cl	2.2	-2.4	0.3	0.0	3.2	0.8	4.0	-7.5	0.1
COc1ccc(C(=O)N2CCN(C(C)=O)CC2)cc1S(=O)(=O)NCc1ccc(Cl)cc1	-10.7	-1.5	5.8	-0.3	-9.2	-7.5	12.2	5.4	0.6
CCc1ccccc1NC(=O)C1CCCN(S(=O)(=O)c2c(C)noc2C)C1 (stereo not given)	-18.0	-2.7	3.9	0.7	2.7	-0.6	7.6	9.8	-0.1
CN1C(=O)CSc2ccc(NC(=O)NCc3cccnc3)cc21	-1.7	-4.0	2.0	0.8	2.1	0.2	19.7	-15.6	8.6
Cc1cc(=O)oc2cc(OCC(=O)N3CCN(C(=O)C4COc5ccccc5O4)CC3)c(Cl)cc12 (stereo not given)	18.0	-1.1	-6.0	-2.3	-16.1	-3.2	-0.3	3.5	0.0
Cc1ccc(S(=O)(=O)N/N=C/c2ccc(C(=O)O)cc2)cc1	-9.7	-3.8	4.1	0.2	-17.4	-17.2	1.8	1.3	0.0
CC(Nc1nc(-c2ccc(F)cc2)cs1)c1nc2cc(Cl)c(Cl)cc2n1CCCO (stereo not given)	-4.3	-4.5	9.6	-0.2	-38.4	-10.8	9.1	11.8	0.4
O=C(Nc1cccnc1Cl)c1cccc(S(=O)(=O)N2CCOCC2)c1	-18.5	-0.2	12.7	.	.	.	0.9	-22.6	.
CCN(C[C@H]1N[C@@](C)(C(=O)OC)[C@H]2C(=O)N(Cc3ccccc3)C(=O)[C@@H]12)C(=O)c1ccccc1	11.3	0.3	-5.7	-0.5	-10.3	-5.0	3.1	-11.0	-0.8
Cc1ccc(OCC(O)CN2CCOCC2)c(C)c1 (stereo not given)	-2.5	-4.3	5.2	0.7	-8.6	-2.6	5.8	-18.2	0.4
Cc1occc1C(=O)Nc1cccc(C(F)(F)F)c1	-5.9	-3.8	1.7	-2.2	3.5	-5.3	1.6	1.5	0.9
COc1ccc(C2N(c3cc(Cl)ccc3OC)C(=O)C3CCCN32)cc1OC (stereo not given)	-11.9	-6.9	1.8	-0.6	-12.5	-1.5	1.0	3.0	0.8
